Compound activity: PubChem, National Center for Advancing Translational Sciences (NCATS)
GAA glycogen mod – GAA glycogen-cleavage inhibition or activation. P10253. recombinant GAA, glycogen substrate, Amplex Red glucose oxidase fluorescence. Potency, µM (highest dose often 76.4 µM), without a hit: at the highest dose activity change, negative = inhibition, most hits filed as inhibitors. actives 0.38% (n = 300,000). AID 2100; active = well fitted inhibition curve with a large enough effect; inconclusive = small, poorly fitted or top-dose-only effect, or another doubt; inactive = no such curve, though single readings can be large or run the other way;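 note: 0% = full enzyme reaction and -100% = no-enzyme basal signal; the screen sought inhibitors and activators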
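qHTS, 1536-well; enzyme 4 nM final; cpd up to 77 uM; substrate bovine liver glycogen 30 ug; 50 mM citrate/phosphate pH 5.0, 0.01% Tween-20; 37 C, 40 min; Amplex Red detection 45 min RT; Hill fit → AC50.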
* marks the source's active call; other numbers are inactive results; ? = inconclusive; [ ] = another dose, or the depositor's remark. Potency is the fitted concentration of half-maximal effect.

GAA glycogen mod | canonical_smiles
2.1% | O=C(Nc1ccc(NC(=O)c2ccccc2Cl)cc1)c1cccnc1
8.8%[76.3 µM] | COc1cc2ccccc2cc1C(=O)Nc1ccccc1C
2.9% | N#Cc1ccc(Oc2cnccn2)cc1
-9.2%[76.3 µM] | CCOc1ccccc1N1CCN(C(=S)Nc2ccc(S(=O)(=O)Nc3ncccn3)cc2)CC1
2.2%[76.3 µM] | Cc1ccc(NCC(=O)Nc2cccc(F)c2)cc1S(=O)(=O)N1CCCCCC1
0.7%[76.3 µM] | O=C(CCC(=O)Nc1ccccc1Cl)NNC(=O)NC1CCCCC1
-1.7% | COc1cc(NC(=O)CNC(c2ccccc2)c2ccccc2)cc(OC)c1OC
1.1%[76.3 µM] | CC(C)(C)OC(=O)NN=C(c1ccc(O)cc1)c1ccc(O)cc1
-7.5% | CCOC(=O)COc1cc(OCC(=O)OCC)c2c3c(c(=O)oc2c1)CCCC3
13.2%[76.3 µM] | COc1cccc(NC(=O)c2ccccc2-c2ccccc2C(=O)O)c1
6.6% | COc1ccc(NC(=O)CCNS(=O)(=O)c2ccc(NC(C)=O)cc2)cc1Cl
-2.5%[76.3 µM] | C[C@H](NC(=O)OC(C)(C)C)c1nnc(SCC(=O)Nc2cccc(Cl)c2)o1
0.1% | Nc1cccc2c1C(=O)N(CCOc1ccccc1F)C2=O
-5.5%[76.3 µM] | CCCSc1nnc(CNS(=O)(=O)c2ccc(C)cc2)n1C
2.2% | COc1ccc(C(=O)NCCCCCCNC(=O)c2ccc(OC)cc2)cc1
8.9%[76.3 µM] | Cc1ccc(NC(=O)c2cccs2)cc1NC(=O)c1ccc(F)cc1
-5.1%[76.3 µM] | CCCCn1c(N)c(N(Cc2ccccc2OC)C(=O)CCSC)c(=O)[nH]c1=O
-13.0% | O=C(CCCc1nc(-c2ccc(Cl)cc2)no1)NCC1CCCO1 (centres undefined)
0.3%[76.3 µM] | COc1ccccc1NC(=O)NNC(=O)c1cc2ccccc2cc1O
-5.6% | CCCN(CC(=O)Nc1ccccc1OC)C(C)C(=O)NC(C)CCc1ccccc1 (centres undefined)
-3.8%[76.3 µM] | O=C(OCCN1CCCCC1)c1cccc(F)c1
20.8%[76.3 µM] | Cc1ccc(NC(=O)CCSc2nnc(C)o2)cc1
4.6%[76.3 µM] | O=C(c1ccco1)N1CCCC(c2nc3c(nnn3Cc3cccc(Cl)c3)c(=O)[nH]2)C1 (centres undefined)
4.3% | CS(=O)(=O)Nc1cccc(C2=NN(C(=O)c3ccc(F)cc3)C(c3cccs3)C2)c1 (centres undefined)
-5.0% | COc1ccccc1Cn1c(=S)[nH]c2ccccc2c1=O

Reprinted at random: six entries already listed, in no set order.
GAA glycogen mod | canonical_smiles
-13.0% | O=C(CCCc1nc(-c2ccc(Cl)cc2)no1)NCC1CCCO1 (centres undefined)
2.2%[76.3 µM] | Cc1ccc(NCC(=O)Nc2cccc(F)c2)cc1S(=O)(=O)N1CCCCCC1
2.1% | O=C(Nc1ccc(NC(=O)c2ccccc2Cl)cc1)c1cccnc1
-5.6% | CCCN(CC(=O)Nc1ccccc1OC)C(C)C(=O)NC(C)CCc1ccccc1 (centres undefined)
0.1% | Nc1cccc2c1C(=O)N(CCOc1ccccc1F)C2=O
1.1%[76.3 µM] | CC(C)(C)OC(=O)NN=C(c1ccc(O)cc1)c1ccc(O)cc1

The listing continues.
GAA glycogen mod | canonical_smiles
-2.9%[76.3 µM] | O=C(Cc1ccccc1)NCC(=O)OCc1ccccc1F
-6.9%[76.3 µM] | COc1ccccc1N(C)C(=O)c1cc(S(=O)(=O)N2CCCC2)cn1C
2.0% | CC(NC(=O)C12CC3CC(CC(O)(C3)C1)C2)c1ccccc1 (centres undefined)
-1.0% | COc1ccc(NC(=O)CN(C)S(=O)(=O)c2ccc(Br)s2)cc1OC
10.2%[76.3 µM] | COc1ccc(NC(=O)Cn2c(=O)n(CC3CCCO3)c(=O)c3cc(OC)c(OC)cc32)c(OC)c1 (centres undefined)
-5.4% | COc1ccc(N2CCN(CCNC(=O)Nc3cc(Cl)ccc3Cl)CC2)cc1
1.2% | CC(=O)c1ccc(NC(=O)CNCc2cccs2)cc1
-6.2%[76.3 µM] | COc1ccc(C(=O)C2CCCN(Cc3c(O)cccc3OC)C2)cc1OC (centres undefined)
4.0% | Cc1cccc(N(C(=O)c2snc(C(N)=O)c2N)C(C(=O)NC2CCCC2)c2ccncc2)c1 (centres undefined)
-16.1% | COc1ccc(NC(=O)c2cc3c(CO)cnc(C)c3oc2=Nc2cc(OC)cc(OC)c2)cc1
0.0%[76.3 µM] | COc1ccc(C2NC(=O)NC(C)=C2[N+](=O)[O-])cc1 (centres undefined)
-2.3%[76.3 µM] | COc1ccccc1CNS(=O)(=O)c1c(C(=O)N2CCCC2)c(C)n(C)c1C
-4.8%[76.3 µM] | O=C(Cn1c(NCCO)nc2ccccc21)c1ccc(F)cc1
-5.2% | Cc1sc2nc(C3CC3)nc(N3CCN(C(=O)c4ccc(F)cc4)CC3)c2c1C
6.1%[76.3 µM] | CCS(=O)(=O)C1=NSC2=NC(=O)/C(=C\c3ccc(OS(=O)(=O)c4ccccc4)cc3)C(=N)N21
-4.4% | O=C(CSc1nnc2c(n1)[nH]c1ccccc12)NCc1ccccc1F
1.6%[76.3 µM] | CC(C)Oc1ccc(CNC(=O)Oc2ccccc2)cc1
6.1%[76.3 µM] | COCCCn1c(C(=O)N2CC(C)OC(C)C2)cc2c(=O)n3ccccc3nc21 (centres undefined)
0.4% | O=C(O)c1ccc([N+](=O)[O-])c(CS(=O)(=O)c2ccccc2)c1
2.0%[76.3 µM] | CC(C(=O)NCCc1ccccc1)N1c2cccc3cccc(c23)S1(=O)=O (centres undefined)
-6.1%[76.3 µM] | Cc1cc(C(=O)N2CCN(c3cc(Cl)ccc3C)CC2)on1
-1.3%[76.3 µM] | Cc1ccc(C(=O)NNC(=S)NCC2CCCO2)cc1[N+](=O)[O-] (centres undefined)
13.7% | O=C(c1cc(-c2ccc(Cl)cc2)on1)N1CCN(c2ccccc2)CC1
-3.5%[76.3 µM] | Cc1ccc(NC(=O)Cn2nnc(C(=O)NCc3cccs3)c2N)c(C)c1
-13.4% | O=C(Cc1ccc(Cl)cc1Cl)NC1CCCCCC1

Next part
GAA glycogen mod | canonical_smiles
4.7%[76.3 µM] | CS(=O)(=O)N(CC(=O)NCc1ccccc1)c1ccc(Cl)cc1
0.4%[76.3 µM] | Cc1cccc(OCCN2CCOCC2)c1C
1.2%[76.3 µM] | O=C(CC1C(=O)NCCN1CC(c1ccccc1)c1ccccc1)NCC1CCOCC1 (centres undefined)
-0.7%[76.3 µM] | CCOc1ccc(CNC(=O)c2ccc(NC(=O)C3=CSCCO3)cc2)cc1
-1.8%[76.3 µM] | CCN(CC)CCCNC(=S)N1CCN(c2nc(-c3ccccc3)cs2)CC1
4.8% | CCn1nc(NC(=O)CC(C)C)c2cc3ccc(C)cc3nc21
2.0% | COc1ccc(-c2csc3ncnc(N4CCN(c5ccccc5OC)CC4)c23)cc1
0.7%[76.3 µM] | CN1C(=O)C(=O)/C(=C(/O)c2ccc(Br)cc2)C1c1ccc(Cl)cc1 (centres undefined)
1.6%[76.3 µM] | Cc1noc(C)c1C(=O)Nc1nc(-c2ccc([N+](=O)[O-])cc2)cs1
4.6%[76.3 µM] | Cc1ccccc1NC(=O)NC1CCCc2ccccc21 (centres undefined)
-11.3%[76.3 µM] | Cn1nc(C(F)(F)F)cc1C(=O)Nc1ccc(-c2ccno2)cc1
1.1% | CCOc1ccc(NC(=O)CN2C(=O)NC(C)(c3ccc(OC(F)F)cc3)C2=O)cc1 (centres undefined)
? | CCCn1c(=O)c2ccccc2n2c(SCCNCCO)nnc12
9.9%[76.3 µM] | COc1ccc(CCNC(=O)C(=O)NCC2OCCN2S(=O)(=O)c2cc(F)ccc2F)cc1 (centres undefined)
-9.0% | Cc1ccc(/C=C(\C#N)C(=O)Nc2cccc(C)n2)cc1
14.6%[76.3 µM] | CCOC(=O)C1=C(N)Oc2cc(O)ccc2C1c1ccc(F)cc1F (centres undefined)
-1.9%[76.3 µM] | CCNC(=O)CN(c1ccc(Oc2ccccc2)cc1)S(=O)(=O)c1ccccc1
-0.2%[76.3 µM] | CC1CN(C(=O)CSc2nnc(CNC(=O)c3ccc(S(=O)(=O)N(C)C)cc3)o2)CC(C)O1 (centres undefined)
-0.6%[76.3 µM] | COCCNC(=O)CN(C(=O)CCC(=O)Nc1ccccn1)c1ccc(C)cc1
-9.3%[76.3 µM] | CCCCN(Cc1cccs1)S(=O)(=O)c1csc(C(N)=O)c1
-0.2%[76.3 µM] | CSc1ccc(CN2CCC(n3nccc3NC(=O)c3ccccc3C)CC2)cc1
-7.6%[76.3 µM] | COC(=O)c1ccc(NC(=O)c2cc[n+]([O-])cc2)cc1
1.0% | CCN(CC)CCCCN1c2ccccc2Sc2ccccc21
-0.9% | Cn1c(/C=C/c2ccccc2)nc2ccccc2c1=O
5.8% | Cc1ccc2c(COC(=O)c3ccccc3OC(F)F)cc(=O)oc2c1

Other records follow.
GAA glycogen mod | canonical_smiles
-11.7% | COc1ccc(S(=O)(=O)NC(Cc2ccccc2)C(=O)O)cc1 (centres undefined)
0.8% | COCCN(C(=O)CNC(=O)c1ccco1)C(C(=O)NC1CCCC1)c1ccc(F)cc1 (centres undefined)
-12.4% | Cc1c(CCC(=O)O)c(=O)oc2c(C)c3occ(-c4ccc(Cl)cc4)c3cc12
-2.4%[76.3 µM] | O=C(NC1CC1)c1ccc(CS(=O)c2ccc(Br)cc2)o1 (centres undefined)
-10.0%[76.3 µM] | COc1ccc(N(C(C)C(=O)N2CCCC2)S(C)(=O)=O)cc1 (centres undefined)
-13.5%[76.3 µM] | CCOC(=O)N1CCN(S(=O)(=O)c2ccc(C(=O)N(CCN(C)C)c3nc4ccc(Cl)cc4s3)cc2)CC1
-4.2%[76.3 µM] | COc1ccc(S(=O)(=O)NC2CC(C)(C)NC(C)(C)C2)cc1
-6.0%[76.3 µM] | CCOC(=O)C1CCN(C(=O)c2cccc(N3C(=O)NC4CC3(C)Oc3ccc(C)cc34)c2)CC1 (centres undefined)
-9.3%[76.3 µM] | CCc1ccc(NC(=O)C(CC)Sc2nc3ccsc3c(=O)n2CCC(=O)O)cc1 (centres undefined)
16.8%[76.3 µM] | CCc1ccc(CNC(=O)CCCn2nc(C)n3ccnc3c2=O)cc1
7.8%[76.3 µM] | C=CCn1c(SCC(=O)NC2CC2)nnc1C1CC1
? | CN(C)N1C(N)=C(C#N)C(c2ccccc2F)C2=C1CC(C)(C)CC2=O (centres undefined)
? | O=C(Nc1ccccc1)C(Cl)C(=O)c1ccccc1 (centres undefined)
-2.2%[76.3 µM] | Cc1onc(-c2ccccc2Cl)c1C(=O)NCc1ccc(F)cc1
-8.6%[76.3 µM] | CC(C)(C)OC(=O)CNC(=O)c1nc[nH]c1C(=O)N1CCN(c2ccccc2)CC1
2.0% | O=C(Cc1c(F)cccc1Cl)Nc1ccc(S(=O)(=O)Nc2nccs2)cc1
3.0%[76.3 µM] | O=C1CCN(CCc2ccccc2)CCN1[C@H](CSc1ccccc1)c1ccccc1
-3.1% | Cc1ccc(NC(=O)CN(C)C(=O)Cc2ccccc2F)cc1
3.1% | O=C(CN1CCN(c2ccc([N+](=O)[O-])cc2)CC1)c1ccccc1
0.4% | COCCNC(=O)/C(C#N)=C/c1c(N2CCN(c3ccccc3)CC2)nc2c(C)cccn2c1=O
-1.2% | O=S(=O)(Nc1cccnc1Cl)c1ccc(F)cc1
-2.4%[76.3 µM] | COc1ccc(OCc2cc(C(=O)NCc3cccc(C)n3)no2)c(Cl)c1
-4.5%[76.3 µM] | CCOc1ccc(OCCCC(=O)NCCc2ccc(OC)cc2)cc1
0.5%[76.3 µM] | CCOC(=O)N1CCN(C2CCCN(C(=O)c3ccccc3SC)C2)CC1 (centres undefined)
1.6%[76.3 µM] | Cc1c(C(=O)N2CCCCC2)c(S(=O)(=O)NCCc2ccc(S(N)(=O)=O)cc2)c(C)n1C

(further entries)
GAA glycogen mod | canonical_smiles
5.2%[76.3 µM] | O=C(CCC(=O)N1CCN(c2ccc(F)cc2)CC1)N1CCN(c2ccc(F)cc2)CC1
6.8% | COc1ccccc1C1NC(=O)CCC1[N+](=O)[O-] (centres undefined)
-5.0% | O=C(CSc1ccc([N+](=O)[O-])cn1)Nc1ccc2c(c1)OCO2
3.9%[76.3 µM] | CN1CCN(C(=O)CN(C2CCCCC2)S(=O)(=O)c2ccccc2)CC1
0.3% | C=CCN(C(=O)c1csnn1)C(C(=O)NC1CCCC1)c1cccs1 (centres undefined)
-6.2%[76.3 µM] | CN(Cc1cnccn1)C(=O)CC1C(=O)NCCN1Cc1cccc(F)c1 (centres undefined)
17.0%[76.3 µM] | COCc1cc(C)nc2sc(C(=O)Nc3ccccc3F)c(N)c12
-4.1%[76.3 µM] | CC(=O)Nc1ccc(S(=O)(=O)NCc2nc(-c3ccc(C)cc3)no2)cc1
-2.3% | CCOC(CNc1ncnc2sc(-c3ccccc3)cc12)OCC

Four of the compounds above, field by field.
CN1CCN(C(=O)CN(C2CCCCC2)S(=O)(=O)c2ccccc2)CC1
- GAA glycogen mod: 3.9%[76.3 µM]

C=CCN(C(=O)c1csnn1)C(C(=O)NC1CCCC1)c1cccs1 (centres undefined)
- GAA glycogen mod: 0.3%

CN(Cc1cnccn1)C(=O)CC1C(=O)NCCN1Cc1cccc(F)c1 (centres undefined)
- GAA glycogen mod: -6.2%[76.3 µM]

COCc1cc(C)nc2sc(C(=O)Nc3ccccc3F)c(N)c12
- GAA glycogen mod: 17.0%[76.3 µM]

An excerpt; count on the stated rates, not on these rows.
